S1P1 ag pot: activates or potentiates agonism at human S1P1 receptor; S1P1 CRE-bla cells, forskolin, beta-lactamase FRET, potentiator mode; S1P1 agonist co-added at EC20, 2 nM; 100% = saturating reference agonist, 0% = basal; activation, % at 9.5 µM; 56,000 compounds, 0.57% hits;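 active means activation above a cutoff set at the mean activation of all tested compounds plus 3 SD, cut at about 54% in these data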;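 further: forskolin at 4 µM as EC80 and the EC20 agonist is SEW2871; 100% = SEW2871 at its EC100 plus forskolin at EC80; some compounds past the cut are filed as inactive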
5-HT1A blocker: antagonists of human 5-HT1a serotonin receptor; CHO 5-HT1a Ga15 NFAT-bla reporter, antagonist mode; 62,000 compounds, 0.68% hits; inhibition, % at 10 µM; AID 612;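 active means inhibition above the mean of all tested compounds plus 3 SD, cut at about 43% in these data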;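 further: receptor stimulated by 5-CT agonist at 100 nM near EC80; beta-lactamase reporter measured by ratiometric fluorescence of a cleavable substrate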
HTR1E antagonist: 5-HT1E (human) receptor antagonism | CHO 5-HT1E Ga15 NFAT-bla reporter, FRET, antagonist | P28566 | AID 571 | 65,000 compounds, 0.99% hits | inhibition, % at 6 µM;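 active means inhibition above a set limit, the mean inhibition across every tested compound plus 3 SD, cut at about 29% in these data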;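 further: signal is the 460 over 535 nm emission ratio of beta-lactamase substrate; 0% = agonist plus DMSO wells and 100% = wells without agonist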
Target sequence (P28566 whole entry, looked up): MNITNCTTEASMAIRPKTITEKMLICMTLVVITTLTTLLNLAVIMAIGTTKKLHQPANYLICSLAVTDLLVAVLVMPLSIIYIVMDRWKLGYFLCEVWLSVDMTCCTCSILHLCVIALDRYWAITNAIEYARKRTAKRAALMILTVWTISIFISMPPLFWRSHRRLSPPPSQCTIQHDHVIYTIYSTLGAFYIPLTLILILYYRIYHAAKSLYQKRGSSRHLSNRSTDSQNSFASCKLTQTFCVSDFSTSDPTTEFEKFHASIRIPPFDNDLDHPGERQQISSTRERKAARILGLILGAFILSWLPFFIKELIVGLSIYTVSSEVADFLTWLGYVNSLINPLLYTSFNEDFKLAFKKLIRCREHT
tolC growth inh: growth inhibitors of E. coli BW25113 tolC mutant; 65,000 compounds, 2.2% hits; OD615; AID 573; growth inhibition, % at 10 µM (by protocol);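 active means growth inhibition at or above a cutoff equal to the mean over every tested compound plus 3 SD, cut at about 60% in these data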;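 further: growth measured after 20 h incubation at 37 °C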
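Doses: one dose of 10 µM final / Material: E. coli BW25113 ΔtolC::kan, tolC deletion mutant strain / Buffer or medium: LB with kanamycin 50 µg/mL / Evaluation: percent growth inhibition / Detection: optical density read at 615 nm / Incubation: 37 °C, 20 h exposure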
S1P3 agonist: S1P3 (human) receptor agonism | S1P3 NFAT-BLA reporter cells, FRET ratio; relative to 1 µM S1P, basal subtracted | Q99500 | activation, % at 4.5 µM | 60,000 compounds, 0.1% hits | AID 373;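 active means activation above the screen-wide mean plus 3 SD, cut at about 4.5% in these data, passing the limit was not always enough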; further: some compounds called inactive have numbers as strong as hits
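Benchmarks: high control 1 µM S1P / System: stable CHO line with human S1P3, Gα16, NFAT-BLA reporter / Dosing: single compound concentration, 4.5 µM final / Timing: 4 h compound at 37 °C, 2 h substrate at RT / Measured by: FRET β-lactamase substrate fluorescence, excitation 405 nm, 460/535 nm emission ratio, background-subtracted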
RORA act: activators of human nuclear receptor RORA; P35398; CHO-K1 Gal4-RORA LBD luciferase reporter, luminescence; percent increase over mock-subtracted basal signal; activation, % at 10 µM; 65,000 compounds, 1.5% hits; AID 560;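 active means activation above the mean of all tested compounds plus 3 SD, cut at about 49% in these data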;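 further: 0% = DMSO-treated RORA cells and 100% = added signal equal to DMSO minus mock-transfected cells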
Target sequence (P35398 whole entry, looked up, the tested form may be a part): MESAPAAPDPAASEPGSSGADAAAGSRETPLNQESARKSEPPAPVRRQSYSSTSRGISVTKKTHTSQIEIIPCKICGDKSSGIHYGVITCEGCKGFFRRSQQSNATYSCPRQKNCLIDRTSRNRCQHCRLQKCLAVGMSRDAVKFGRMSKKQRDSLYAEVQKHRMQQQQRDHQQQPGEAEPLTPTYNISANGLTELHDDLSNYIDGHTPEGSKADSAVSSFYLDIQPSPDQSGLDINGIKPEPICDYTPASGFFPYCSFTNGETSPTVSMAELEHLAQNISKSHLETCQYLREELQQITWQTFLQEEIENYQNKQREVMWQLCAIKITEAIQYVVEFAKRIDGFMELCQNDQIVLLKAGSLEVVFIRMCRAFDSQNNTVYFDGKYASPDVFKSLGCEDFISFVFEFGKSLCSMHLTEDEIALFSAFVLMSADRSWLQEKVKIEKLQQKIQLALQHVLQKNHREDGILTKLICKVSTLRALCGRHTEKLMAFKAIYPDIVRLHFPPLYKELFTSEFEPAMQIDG
AP complement: orthogonal test for alternative complement pathway inhibitors; inhibition, % at 5 µM; AID 1235; Human serum alternative complement pathway, LPS-coated ELISA, C3 deposition; tested in compound mixtures; 62,000 compounds, 0.08% hits;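 active means inhibition above 30% in each of the two pooled mixtures holding the compound, so the lower value exceeds 30%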;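 further: 0% = serum in Mg-EGTA without compound and 100% = EDTA serum blank; some compounds past the cut are filed as inactive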
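Medium: diluted human serum in Mg2+-EGTA GVB++. Assay system: human serum complement alternative pathway, C3 deposition onto LPS. Also added: Plate-bound LPS. Technique: Anti-C3 ELISA, OD 450 nm. Measure: percent inhibition. Incubation: 1 h at 37 °C. Dosing: 5 µM each compound, pools of ten, 50 µM per pool.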
SF1 activator: SF-1 (human) activation | 65,000 compounds, 1.9% hits | AID 522 | CHO-K1 Gal4-SF-1 LBD luciferase reporter; % increase over DMSO SF-1-specific signal | Q13285 | activation, % at 10 µM;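 active means activation above the mean activation of all tested compounds plus 3 SD, cut at about 50% in these data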
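Test system: CHO-K1 cells with Gal4–hSF-1 LBD chimera plus Gal4-driven luciferase; Input: 4,000 cells/well; Compound: 10 µM only; Times: 20 h compound treatment, 37 °C; Measured by: steady-glow luciferase luminescence, read after 15 min reagent incubation; Measure: percent activation versus DMSO; Control set: DMSO and mock-transfected background; Replicates: one test per compound.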
HTR1E agonist: agonists of human 5-HT1E serotonin receptor; P28566; CHO 5-HT1E Ga15 NFAT-bla reporter, FRET; 0% DMSO wells, 100% control agonist wells; activation, % at 6 µM; 65,000 compounds, 0.69% hits; AID 574;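 active means activation above a set limit, the screen-wide mean activation plus 3 SD, cut at about 8.5% in these data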;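 further: 100% = positive control agonist at 1 µM giving full maximal response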
* = called active by the depositor.

`Cc1ccc(S(=O)(=O)C2(C(=O)O)CCCC2)cc1C` gave S1P1 ag pot 6, 5-HT1A blocker -3, HTR1E antagonist -3, tolC growth inh -29, S1P3 agonist -1.0, RORA act -27, AP complement 10, SF1 activator -20 and HTR1E agonist 0.2.
For COc1ccc(S(=O)(=O)N2CCN(S(=O)(=O)c3ccc(C(F)(F)F)cc3)CC2)cc1C the results were S1P1 ag pot -6, 5-HT1A blocker -3, HTR1E antagonist -5, tolC growth inh 3, S1P3 agonist -1.0, RORA act -10, AP complement -4, SF1 activator -7 and HTR1E agonist 0.5.
`Cc1ccc(-n2c(=O)c3sccc3n(CC(=O)NCc3ccco3)c2=O)cc1` gave S1P1 ag pot -5, 5-HT1A blocker 5, HTR1E antagonist -5, tolC growth inh -14, S1P3 agonist 0.6, RORA act 2, AP complement 3, SF1 activator -6 and HTR1E agonist -1.0.
Screening Cc1ccc(C2C(C#N)=C(N)SC(N)=C2C#N)cc1 returned S1P1 ag pot 1, 5-HT1A blocker 2, HTR1E antagonist -8, tolC growth inh 27, S1P3 agonist -1.5, RORA act 15, AP complement -11, SF1 activator -8 and HTR1E agonist -1.2.
CCN1CCc2nc(SCC(=O)Nc3ccc(OC)cc3)c(C#N)cc2C1 was read as S1P1 ag pot -7, 5-HT1A blocker 3, HTR1E antagonist -2, tolC growth inh 0, S1P3 agonist 0.2, RORA act -7, AP complement 10, SF1 activator -5 and HTR1E agonist -0.8.
For CCc1ccccc1NC(=O)N[C@@H](C)C(=O)OC the results were S1P1 ag pot -10, 5-HT1A blocker -13, HTR1E antagonist -1, tolC growth inh -18, S1P3 agonist -1.1, RORA act -7, AP complement 12, SF1 activator 8 and HTR1E agonist -0.1.
COc1cccc(CN2CCCC(C(=O)N3CCCCC3)C2)c1OC (centres undefined) was read as S1P1 ag pot 3, 5-HT1A blocker 10, HTR1E antagonist -6, tolC growth inh -6, S1P3 agonist -0.9, RORA act -22, AP complement 16, SF1 activator 1 and HTR1E agonist -0.3.
COc1ccc(C(=O)Nc2ccncc2)cc1OC was read as S1P1 ag pot -53, 5-HT1A blocker -6, HTR1E antagonist 24, tolC growth inh -10, S1P3 agonist 0.1, RORA act 4, AP complement 22, SF1 activator -12 and HTR1E agonist 0.6.
Cc1ccc(NC(=O)CSCC(=O)Nc2ncc3c(n2)CC(c2ccco2)CC3=O)cc1 (centres undefined) was read as 5-HT1A blocker 10, HTR1E antagonist 6, tolC growth inh 4, S1P3 agonist -0.6, RORA act -10, AP complement 12, SF1 activator -9 and HTR1E agonist -0.5.
Screening COc1ccc(OC)c(-c2oc3ccccc3c(=O)c2O)c1 returned S1P1 ag pot -3, 5-HT1A blocker -2, HTR1E antagonist 7, tolC growth inh -3, S1P3 agonist -0.4, RORA act 0, AP complement 16, SF1 activator -19 and HTR1E agonist 0.0.
`O=C(Nc1nc2c(s1)C(=O)CCC2)c1ccccc1` gave S1P1 ag pot -10, 5-HT1A blocker 3, HTR1E antagonist -13, tolC growth inh -4, S1P3 agonist -2.0, RORA act 10, AP complement 8, SF1 activator 16 and HTR1E agonist 0.3.
O=S(=O)(Nc1nc2ccccc2[nH]1)c1ccccc1 was read as S1P1 ag pot -13, 5-HT1A blocker 10, HTR1E antagonist 8, tolC growth inh -6, S1P3 agonist -0.7, RORA act -38, AP complement 3, SF1 activator -10 and HTR1E agonist -0.3.
Screening Cc1nc(CSc2nnc(C)s2)cs1 returned 5-HT1A blocker 3, HTR1E antagonist 3, tolC growth inh -21, RORA act 7, AP complement 2, SF1 activator -5 and HTR1E agonist -0.2.
CC(=O)N1c2ccccc2C(=O)OC1c1cccnc1 (centres undefined) was read as S1P1 ag pot 7, 5-HT1A blocker -7, HTR1E antagonist 0, tolC growth inh -17, S1P3 agonist -0.6, RORA act 37, AP complement -4, SF1 activator 4 and HTR1E agonist 0.6.
For Cc1cc(C)nc(N2CCC(C(=O)NCc3cccc(C(F)(F)F)c3)CC2)n1 the results were S1P1 ag pot 31, 5-HT1A blocker 2, HTR1E antagonist 6, tolC growth inh -24, S1P3 agonist -0.1, RORA act 5, AP complement 9, SF1 activator 6 and HTR1E agonist -1.2.
`NC(=O)c1ccc2c(c1)OCCO2` gave S1P1 ag pot 3, 5-HT1A blocker -14, HTR1E antagonist 0, tolC growth inh -28, S1P3 agonist -0.4, RORA act -5, AP complement 14, SF1 activator 18 and HTR1E agonist 0.1.
For COc1ccccc1-n1cnc(N)c1C(C)=O the results were S1P1 ag pot 7, 5-HT1A blocker 3, HTR1E antagonist 5, tolC growth inh -18, S1P3 agonist -0.1, RORA act -2, AP complement 12, SF1 activator 11 and HTR1E agonist 0.0.
For Cc1cccc(OCC(=O)NCCN2CCOCC2)c1 the results were S1P1 ag pot 0, 5-HT1A blocker 19, HTR1E antagonist 8, tolC growth inh -10, S1P3 agonist -1.4, RORA act 2, AP complement 13, SF1 activator -6 and HTR1E agonist -1.8.
`O=C(NCc1ccco1)c1ccccc1NS(=O)(=O)c1ccc2c(c1)OCCO2` gave S1P1 ag pot -15, 5-HT1A blocker 9, HTR1E antagonist -22, tolC growth inh 12, S1P3 agonist -1.3, RORA act -4, AP complement -23, SF1 activator 4 and HTR1E agonist -0.4.
Screening CC(=O)OC(C(=O)NC1CCCCC1)c1ccc(C)cc1 (centres undefined) returned S1P1 ag pot 3, 5-HT1A blocker 16, HTR1E antagonist 7, tolC growth inh -4, S1P3 agonist -0.2, RORA act 10, AP complement 16, SF1 activator 2 and HTR1E agonist 32*.
O=C(c1ccc(-c2ccccc2)cc1)N1CCN(C(=O)c2ccco2)CC1 was read as S1P1 ag pot -13, 5-HT1A blocker 23, HTR1E antagonist 4, tolC growth inh 2, S1P3 agonist -2.2, RORA act -8, AP complement 17, SF1 activator 2 and HTR1E agonist 0.8.
For CC(=O)Nc1cccc(OCC(O)Cn2cnc3ccccc32)c1 (centres undefined) the results were S1P1 ag pot -22, 5-HT1A blocker -9, HTR1E antagonist -23, tolC growth inh -23, S1P3 agonist -0.1, RORA act -9, AP complement 0, SF1 activator 6 and HTR1E agonist -0.6.
CCCc1oc2c(c(=O)c1CC)C(=O)CC(C)(C)C2 was read as S1P1 ag pot 12, 5-HT1A blocker 1, HTR1E antagonist -4, tolC growth inh -16, S1P3 agonist -0.8, RORA act -27, AP complement 23, SF1 activator -11 and HTR1E agonist 0.2.
CC1Cn2c(nnc2-c2ccc(F)cc2)S1 (centres undefined) was read as S1P1 ag pot -19, 5-HT1A blocker -4, HTR1E antagonist -9, tolC growth inh -5, S1P3 agonist -0.5, RORA act -2, AP complement 4, SF1 activator 11 and HTR1E agonist 0.4.

Continued; it opens with the 2 that closed the last part.
CCCc1oc2c(c(=O)c1CC)C(=O)CC(C)(C)C2 was read as S1P1 ag pot 12, 5-HT1A blocker 1, HTR1E antagonist -4, tolC growth inh -16, S1P3 agonist -0.8, RORA act -27, AP complement 23, SF1 activator -11 and HTR1E agonist 0.2.
CC1Cn2c(nnc2-c2ccc(F)cc2)S1 (centres undefined) was read as S1P1 ag pot -19, 5-HT1A blocker -4, HTR1E antagonist -9, tolC growth inh -5, S1P3 agonist -0.5, RORA act -2, AP complement 4, SF1 activator 11 and HTR1E agonist 0.4.
Cc1onc(-c2ccccc2)c1C(=O)N1CCN(S(=O)(=O)c2ccc3c(c2)OCCO3)CC1 was read as S1P1 ag pot -21, 5-HT1A blocker -13, HTR1E antagonist -13, tolC growth inh 14, S1P3 agonist 0.2, RORA act 3, AP complement 10, SF1 activator 8 and HTR1E agonist -0.3.
COc1ccc(C2CC(c3ccccc3)Nc3nc(NC(=O)c4cccs4)nn32)cc1 (centres undefined) was read as S1P1 ag pot 6, 5-HT1A blocker 7, HTR1E antagonist 6, tolC growth inh 49, S1P3 agonist -0.2, RORA act 29, AP complement 3, SF1 activator -10 and HTR1E agonist -0.1.
`Cn1nnnc1SCC(=O)N1CCc2ccccc2C1` gave S1P1 ag pot 5, 5-HT1A blocker -5, HTR1E antagonist -11, tolC growth inh -21, S1P3 agonist 0.5, RORA act 5, AP complement 2, SF1 activator 15 and HTR1E agonist 0.6.
For CC(C)C(NC(=O)c1ccc(Cl)cc1)C(=O)NC1=NCCS1 (centres undefined) the results were 5-HT1A blocker 8, HTR1E antagonist -7, tolC growth inh -6, S1P3 agonist -0.9, RORA act -6, AP complement 13, SF1 activator 2 and HTR1E agonist -1.0.
Screening CCOC(=O)C1=C(C)C(c2ccc(OC)cc2OC)NC(=O)N1 (centres undefined) returned S1P1 ag pot 4, 5-HT1A blocker 2, HTR1E antagonist -5, tolC growth inh 6, S1P3 agonist -0.8, RORA act -6, AP complement 8, SF1 activator -13 and HTR1E agonist 0.8.
CN1CCN(CCCNC(=O)c2cc3c(=O)oc4ccccc4c3s2)CC1 was read as S1P1 ag pot -16, 5-HT1A blocker 8, HTR1E antagonist 10, tolC growth inh 5, S1P3 agonist -0.7, RORA act 3, AP complement -10, SF1 activator 6 and HTR1E agonist 15*.
Screening Cc1c(C(=O)NCCCN2CCOCC2)sc2nc(-c3ccccc3)cn12 returned S1P1 ag pot -2, 5-HT1A blocker -4, HTR1E antagonist -9, tolC growth inh -9, S1P3 agonist -1.0, RORA act 21, AP complement 16, SF1 activator 10 and HTR1E agonist 1.0.
For CCOC(=O)N1CCN(C(=O)CSc2nnc(CNC(=O)c3c(F)cccc3Cl)o2)CC1 the results were 5-HT1A blocker -18, HTR1E antagonist 13, tolC growth inh -9, RORA act 11, AP complement 20, SF1 activator 5 and HTR1E agonist -0.1.
For O=C(Cn1nnc(-c2ccccc2F)n1)Nc1ccc(C(=O)N2CCOCC2)cc1 the results were S1P1 ag pot -9, 5-HT1A blocker 3, HTR1E antagonist -2, tolC growth inh 8, S1P3 agonist -1.5, RORA act 0, AP complement 15, SF1 activator -14 and HTR1E agonist 0.4.
CN1C(=O)C(O)(CC(=O)c2cccnc2)c2ccccc21 (centres undefined) was read as S1P1 ag pot -13, 5-HT1A blocker -5, HTR1E antagonist -1, tolC growth inh -11, S1P3 agonist 1.2, RORA act 1, AP complement 21, SF1 activator 6 and HTR1E agonist 0.0.
For CC(C)c1nnc(NC(=O)Cc2cccs2)s1 the results were S1P1 ag pot -4, 5-HT1A blocker 8, HTR1E antagonist 12, tolC growth inh -8, S1P3 agonist -0.5, RORA act 1, AP complement 4, SF1 activator 36 and HTR1E agonist -0.8.

Hits appear at their usual frequency. Share with any hit: about 7.1%.
